Bioassay records deposited in PubChem BioAssay by NCI.
NCI-60 one-dose screen, 48 h, at 10 µM unless noted. Numbers give growth in % (100 = growth as untreated, 0 = no growth, -100 = all killed).
HCT-116: HCT-116 colon cancer | 7.3% of 82,000 active | AID 1794798
SW-620: SW-620 colon cancer. 5.2% of 82,000 active
SN12C: SN12C renal cancer cells; AID 1794767; 3.8% of 81,000 active
786-0: 786-0 renal cancer cells; 5.1% of 81,000 active; AID 1794775
TK-10: TK-10 renal cancer cells. 3.9% of 81,000 active. AID 1794769
HT29: HT29 colon cancer; AID 1794748; 7.4% of 81,000 active
HCC-2998: HCC-2998 colon cancer; 4.7% of 79,000 active; AID 1794799
HCT-15: HCT-15 colon cancer; 5.2% of 82,000 active; AID 1794746
UO-31: UO-31 renal cancer. 5.2% of 81,000 active
* marks the source's active call; other numbers are inactive results; . = not tested or not shown; & = joins results of further samples. How the source made its calls: active means growth percent below 10; inactive means the rest.

SMILES	HCT-116	SW-620	SN12C	786-0	TK-10	HT29	HCC-2998	HCT-15	UO-31
NNc1cccc(/C=C/c2ccccc2)cc1=O	34	55	72	69	71	.	70	33	25
O=c1oc2c(cnc3ccccc32)cc1-c1cccc([N+](=O)[O-])c1	97	98	103	88	105	107	100	104	95
Nc1no[n+]([O-])c1-c1nnc2c(n1)-c1ccccc1C2=O	1.8*	30	16	97	151	57	68	-71*	37
C=C1CCC(=O)C(=C(C)C)c2c(C)cc3c(c21)C(=O)[C@H](C)C3	91	118	.	104	101	102	98	97	85
O=C(Nc1ccc(OS(=O)(=O)c2ccccc2)cc1)C1CCCCCC1	82	94	98	94	106	34	107	66	105
O=C(c1nnc(Nc2ccc(Cl)cc2)o1)c1c[nH]c2ccccc12	91	101	97	108	95	93	45	64	89
COc1cc2c(c(O)c1OC)C1Cc3ccc(OC)c(OC)c3CN1CC2 (stereo not given)	95	92	82	104	98	79	97	96	74
c1csc(C2=NN3C(C2)c2ccccc2OC3c2ccncc2)c1 (stereo not given)	102	103	90	99	111	107	96	95	64
CCc1c2c(nc3ccc(OCc4ccc(B(O)O)cc4)cc13)-c1cc3c(c(=O)n1C2)COC(=O)[C@]3(O)CC	4.6*	14	6.6*	-14*	28	3.6*	19	18	-16*
COc1ccc(/C=C(/C2=NCCN2)n2ccc3ccccc32)cc1	83	87	89	89	86	89	98	96	53
COc1ccc(-c2cc(C(=O)Nc3ccc(C)cc3)nc3[nH]c(=O)sc23)cc1	66	77	58	65	61	81	77	64	58
Cc1c(C)c([N+](=O)[O-])c(C)c(C)c1N	102&115	105&106	99&98	97&103	103&96	105&91	110&99	93&105	93&80
[O-]c1on[n+]2c1CCCC2	102	104	101	96	103	116	106	105	102
COc1cccc(Nc2ncnc3cc(NC(=O)CCl)ccc23)c1	-54*	-74*	-75*	-90*	-13*	-80*	23	-43*	-94*
CS(=O)(=O)Nc1cc(-c2ccc3ncnc(Nc4ccc5c(cnn5Cc5ccccc5F)c4)c3c2)cnc1Cl	60	47	23	53	31	51	59	79	43
Cc1nn(-c2nc3ccccc3[nH]2)c2c1C(c1ccc3c(c1)OCO3)CC(=O)N2 (stereo not given)	6.2*	11	42	33	69	35	64	48	23
C#CCOc1cccc(Nc2ncnc3cc(NC(=O)C=C)ccc23)c1	2.4*	12	13	7.5*	-13*	1.8*	61	7.7*	17
CCOC(=O)C(Cc1ccccc1)N/C(CCCO)=C(/C#N)c1nc2ccc(C)cc2c(=O)[nH]1 (stereo not given)	106	125	104	97	112	119	105	116	93
CCS/C(Nc1ccccc1)=C(\C#N)C(=O)Nc1ccc(OC)cc1	14	18	38	40	48	6.5*	55	17	50
O=C(O)c1cc(=S)nc[nH]1	102	106	105	113	103	101	103	102	103
c1cc[n+](C[n+]2ccccc2)cc1	106	113	105	106	109	101	111	112	115
Nc1ccc(C(=O)Nc2cncnc2Oc2cccc(C(F)(F)F)c2)cc1	103	100	101	95	108	97	102	113	76
CCN(CC)c1ccc(C#N)cc1	110	107	.	98	88	93	103	100	94
CCOC(=O)c1cn2c3c(cc(C)cc3c1=O)C(=O)CC2	90	97	93	103	89	101	98	97	77
Nc1ccc(C(=O)Nc2cccc(C(=O)Nc3ccc4c(O)c(N=Nc5ccc(N=Nc6ccc(S(=O)(=O)O)cc6)cc5)c(S(=O)(=O)O)cc4c3)c2)cc1	92	105	101	103	97	98	98	102	88
N#Cc1ccc(NC(=O)CSc2ccc(-c3ccc(Cl)cc3)nn2)cc1	60	89	69	78	92	89	103	78	.
COc1cc(C)ccc1C(=O)c1ccc(C)cc1OC	25	10	43	49	38	2.7*	40	36	31
COC(=O)C(CCc1ccccc1[N+](=O)[O-])C(=O)OC	96	97	102	97	95	99	106	102	77
Clc1ccc(SCc2ccc(CSc3ccc(Cl)cc3)cc2)cc1	101	102	117	108	99	87	111	105	77
COc1ccc(CNc2cccc(C)c2)cc1	102	98	104	95	113	103	107	111	91
COc1cc(-c2nc3cc(Cl)c(Cl)cc3[nH]2)ccc1OCC(=O)N=Nc1c(O)[nH]c2ccc(Cl)cc12	-16*	-14*	0.5*	2.7*	36	9.2*	-39*	58	89
CC(=O)Nc1ccc(/C=C2\C(=O)NC(=S)N2/C=C(\C#N)c2ccc([N+](=O)[O-])cc2)cc1	89	92	101	104	110	94	102	106	93
O=C[C@H](O)[C@@H](O)[C@H](O)CO	103	.	110	101	113	102	100	99	77
COc1cc2oc(-c3cccc(NC(=O)c4ccc(Br)cc4)c3)cc(=O)c2c(OC)c1OC	16	70	31	16	62	44	71	38	33
N[C@@H]1CCC[C@H]1NCCCCN1C(=O)c2cccc3cc([N+](=O)[O-])cc(c23)C1=O	11	24	27	25	44	14	48	60	62
COc1ccc(-c2nn(Cc3ccc(OC)c(OC)c3)c3c2-c2oncc2CC3)cc1	99	111	92	97	103	97	102	97	75

Next part; the last five above are carried over.
SMILES	HCT-116	SW-620	SN12C	786-0	TK-10	HT29	HCC-2998	HCT-15	UO-31
CC(=O)Nc1ccc(/C=C2\C(=O)NC(=S)N2/C=C(\C#N)c2ccc([N+](=O)[O-])cc2)cc1	89	92	101	104	110	94	102	106	93
O=C[C@H](O)[C@@H](O)[C@H](O)CO	103	.	110	101	113	102	100	99	77
COc1cc2oc(-c3cccc(NC(=O)c4ccc(Br)cc4)c3)cc(=O)c2c(OC)c1OC	16	70	31	16	62	44	71	38	33
N[C@@H]1CCC[C@H]1NCCCCN1C(=O)c2cccc3cc([N+](=O)[O-])cc(c23)C1=O	11	24	27	25	44	14	48	60	62
COc1ccc(-c2nn(Cc3ccc(OC)c(OC)c3)c3c2-c2oncc2CC3)cc1	99	111	92	97	103	97	102	97	75
CC1=NN(c2ccccc2)C(=O)C1N=Nc1ccccc1S(=O)(=O)O (stereo not given)	103&114	105&105	102&100	105&100	97&118	96&110	110&112	113&103	65&63
CCn1cc(C2=C(c3cn(CC)c4ccc(Br)cc34)C(=O)N(O)C2=O)c2cc(Br)ccc21	100	99	113	92	124	95	100	100	91
COC(=O)/C=C/c1ccccc1OC(C)=O	105	106	103	108	103	103	104	102	90
COc1c(CO)cc(Cl)cc1CO	96	105	116	93	99	81	101	101	94
C=C(C)[C@@H]1CCC=C2CC[C@]3(C)[C@H](CC[C@@H]4[C@@]5(C)CCCNC(C)(C)[C@@H]5CC[C@]43C)[C@H]21	-55*	-50*	65	-5.3*	104	3.0*	5.3*	-18*	75
Cc1ccc2cccnc2c1	111	104	97	102	101	97	102	108	81
O=C(OCCCCOC(=O)n1cnc2ccccc21)n1cnc2ccccc21	102	106	96	105	110	97	111	103	79
Cc1cc(NS(=O)(=O)c2ccc(-c3cnc(C4CC4)o3)cc2)ccc1I	28	25	43	46	76	14	64	30	49
c1ccc(Nc2nnc(-c3ccc4c(c3)OCO4)o2)cc1	.	87	88	89	92	94	91	80	77
COc1cc(C(=O)OCCCN2CCOCC2)cc(OC)c1OC	109	105	105	100	99	107	111	100	103
C1CCN(c2nc(N3CCCCC3)nc(N3CCOCC3)n2)CC1	105	103	96	97	92	88	91	105	99
CCN(CC)CCN1C(=O)c2cccc3c(-c4ccc5c(c4)ncn5C4CCCCC4)ccc(c23)C1=O	-66*	11	24	-46*	32	0.7*	37	8.6*	-24*
CCOC(=O)c1sc2ccc(NCc3cnc[nH]3)cc2c1NC(=O)c1ccc(C)cc1	96	103	98	105	165	112	119	96	69
COc1cc2c(-c3cc4c(cc3CNCCc3ccc5c(c3)OCO5)OCO4)cccc2c(OC)c1O	61	85	79	90	102	92	43	59	46
Cc1ccc(NCc2ccccc2)cc1	92	96	98	93	100	93	93	101	78
CCOC(=O)C(c1ccccc1)N(C)C (stereo not given)	105	109	102	99	104	88	108	107	108
CN(C)CCNC(=O)c1ccc(-c2nc3ccc4[nH]ncc4c3c3c2CCC3)cc1	2.4*	3.4*	7.2*	12	22	13	2.9*	17	18
CSc1nc2nc3c(c(-c4ccc(Cl)cc4)c2c(=O)[nH]1)CCC/C3=C\c1ccc(Cl)cc1	104	106	96	103	126	104	102	102	.
F[Si](Cc1ccccc1)(Cc1ccccc1)Cc1ccccc1	84	97	90	91	106	83	102	91	62
OCC(O)CNc1ncnc2cc(Cl)ccc12 (stereo not given)	108	103	102	106	109	101	102	109	69
COc1ccc(/C=C/C(=O)c2ccc(NC(=O)CSc3nnc(-c4ccc(OC)c(OC)c4)o3)cc2)cc1	69	96	97	96	97	100	98	82	88
CSc1n[nH]c2nc(-c3ccc(F)cc3)[nH]c(=O)c12	108	99	96	101	106	112	107	98	85
Cc1ccc(/C=C2/SC(=O)N(CC(=O)N3CCN(c4cc5c(cc4F)c(=O)c(C(=O)O)cn5C4CC4)CC3)C2=O)cc1	106	102	102	103	106	100	99	105	89
CN1CCc2nc3sc(C(N)=O)c(N)c3c(-c3cccs3)c2C1	4.0*	35	29	9.2*	43	43	53	33	4.1*

Single records, as listed above:
`Cc1ccc(/C=C2/SC(=O)N(CC(=O)N3CCN(c4cc5c(cc4F)c(=O)c(C(=O)O)cn5C4CC4)CC3)C2=O)cc1` is entered as HCT-116: 106; SW-620: 102; SN12C: 102; 786-0: 103; TK-10: 106; HT29: 100; HCC-2998: 99; HCT-15: 105; UO-31: 89
`CSc1nc2nc3c(c(-c4ccc(Cl)cc4)c2c(=O)[nH]1)CCC/C3=C\c1ccc(Cl)cc1` is entered as HCT-116: 104; SW-620: 106; SN12C: 96; 786-0: 103; TK-10: 126; HT29: 104; HCC-2998: 102; HCT-15: 102; UO-31: .

The listing continues.
SMILES	HCT-116	SW-620	SN12C	786-0	TK-10	HT29	HCC-2998	HCT-15	UO-31
Cc1c(C(=O)NC(Cc2ccccc2)C(O)C(=O)NCCc2ccccc2)[nH]c2ccccc2c1=O (stereo not given)	102	112	99	101	101	105	113	98	92
CCCNc1nc(SC)nc(-c2cccc([N+](=O)[O-])c2)c1C#N	63	87	84	58	89	78	107	85	66
CC1CC=CCC1COC(=O)CCCCC(=O)OCC1CC=CCC1C (stereo not given)	88	100	92	88	105	92	105	97	101
NN1CCN(CCO)CC1	110	105	96	.	98	100	98	98	90
Cc1ccc(-c2c(O)c3cc(C)c(C)cc3c3oc(=O)sc23)cc1	78	92	83	93	142	107	118	91	92
O=C(O)CC1C=CCC1 (stereo not given)	101	105	107	101	97	96	100	105	89
COc1ccc2[nH]cc(/C=N/Nc3ccnc4cc(Cl)ccc34)c2c1	-51*	-72*	-100*	-92*	-96*	-42*	-89*	-88*	-100*
O=C(NC(C(=O)c1ccccc1)c1ccccc1)c1ccccc1 (stereo not given)	98	110	98	109	99	100	103	107	87
CCCn1cc2c(=O)nc3sc(Cc4ccc(OC)cc4)c(C)n3c2n1	93	103	98	96	87	102	108	97	81
CCCCCCCN=C(N)N=C(N)N	78	82	92	79	88	87	72	104	69
Cc1c(Cl)cc(Cl)c(N)c1Cl	103	101	117	109	109	108	113	104	93
Cc1[nH]c2cccc3c2c1CCN1C(=O)OC(C)(C)C31C (stereo not given)	102	86	103	110	104	106	111	104	76
COc1ccc(C2=NN(c3ccccc3)C(c3ccc(OCc4ccc(C)cc4)c(OC)c3)C2)cc1OC (stereo not given)	84	97	113	95	123	88	108	94	87
